Assay outcomes as filed in PubChem.
BLM helicase inh: Bloom syndrome helicase (human) inhibition; recombinant BLM DNA unwinding, fluorescence dequenching; Potency, µM (highest dose often 56.1 µM), for inactives: at the top dose activity change, negative = inhibition, usual class: inhibitors; 0.2% of 350,000 active; AID 2528;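 note: potency is the fitted concentration of half-maximal effect; plate controls were vehicle for no effect and no enzyme for full effect; nearly all actives have a fitted effect of over 35% in size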
Pol iota inh: blocks human DNA polymerase iota activity. Q9UNA4. Pol iota fluorescent replication assay, 10 min. Potency, µM (top dose mostly 115 µM), without a hit: at the highest dose activity, negative = inhibition, actives largely listed as inhibitors. 1% of 390,000 active. AID 588590; note: potency is the fitted concentration of half-maximal effect
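Pol iota at 10 nM preincubated 15 min with compounds at room temperature; reaction started with fluorescent substrate, 50 nM final. Fluorescence read kinetically at 0 and 10 min; buffer-only wells as negative control.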
POLK inh: DNA polymerase kappa (human) inhibition | Potency, µM (highest dose often 107 µM), for inactives: top-dose activity, negative = inhibition, actives largely listed as inhibitors | purified Pol kappa, fluorescent DNA synthesis assay, 10 min | 0.53% of 400,000 active | AID 588579; note: potency is the fitted concentration of half-maximal effect; % is set by controls: 0 for no effect and ±100 for the full control effect
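Fluorescent qHTS in 1536-well format: enzyme (10 nM) and compound sat 15 min at room temperature before 50 nM substrate (final) was added. Signal taken at 0 and 10 min; no-enzyme buffer wells were negative controls.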
Anesthetic bind: candidate novel general anesthetic via apoferritin binding; Potency, µM (titrated, usually from 77.5 µM), for the others: at the top dose activity change, negative = displacement, actives largely listed as inhibitors; apoferritin/1-aminoanthracene competitive binding, fluorescence; P02791; AID 485281; 0.074% of 350,000 active; note: potency is the fitted concentration of half-maximal effect; % is set by controls: 0 for no effect and ±100 for the full control effect; nearly all actives have a fitted effect of over 20% in size
Target sequence (P02791 2-175 limits assumed): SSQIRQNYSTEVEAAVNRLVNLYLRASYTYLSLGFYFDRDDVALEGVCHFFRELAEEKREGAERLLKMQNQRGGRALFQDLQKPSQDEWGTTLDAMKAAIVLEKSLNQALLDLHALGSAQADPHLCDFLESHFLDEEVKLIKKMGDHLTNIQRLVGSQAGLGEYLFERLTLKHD
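Read-out: endpoint 1-AMA fluorescence, excitation 380 nm and emission 535 nm, after compounds sit 10 min at room temperature with 10 uM horse-spleen apoferritin in 50% saturated 1-AMA/PBS. Values come from four-parameter Hill fits.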
APEX1 inh: blocks human APE1 abasic DNA cleavage; Potency, µM (series often up to 65.8 µM), inactives show at the highest dose activity change, negative = inhibition, most hits filed as inhibitors; 0.35% of 350,000 active; recombinant APE1, TAMRA/BHQ-2 abasic DNA cleavage fluorescence; AID 2517;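 note: potency is the fitted concentration of half-maximal effect; plate controls were vehicle for no effect and reference inhibitor for full effect; nearly all actives have a fitted effect of over 55% in size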
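Quantitative HTS: incision of a TAMRA/BHQ-2 double-stranded substrate bearing a tetrahydrofuran abasic site by 0.75 nM APE1 raises fluorescence. Substrate 50 nM final, added after 15 min compound preincubation at room temperature; progress as third-minus-first kinetic read difference.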
GRP78 ERSR act: inducers of ER stress response in human glioma cells | U87-MG GRP78 promoter luciferase reporter, 16 h | Potency, µM, inactives show top-dose activation, hits mostly activators | 0.02% of 420,000 active; note: potency is the fitted concentration of half-maximal effect; series mostly up to about 76 µM; % of control where 0% means no effect; nearly all actives have a fitted effect of over 35% in size
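ERSR induction read as luciferase luminescence (Bright-Glo, 10 min at room temperature) in stably transfected human U87-MG glioma cells exposed to compounds for 16 h, using GRP78 as sensor.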
POLH inh: blocks human DNA polymerase eta activity; recombinant Pol eta, fluorescent DNA replication assay; Potency, µM (highest dose often 114 µM), inactives show at the highest dose activity change, negative = inhibition, hits mostly inhibitors; 1.2% of 390,000 active; note: potency is the fitted concentration of half-maximal effect; % is set by controls: 0 for no effect and ±100 for the full control effect
Target sequence (Q9Y253 whole entry, looked up): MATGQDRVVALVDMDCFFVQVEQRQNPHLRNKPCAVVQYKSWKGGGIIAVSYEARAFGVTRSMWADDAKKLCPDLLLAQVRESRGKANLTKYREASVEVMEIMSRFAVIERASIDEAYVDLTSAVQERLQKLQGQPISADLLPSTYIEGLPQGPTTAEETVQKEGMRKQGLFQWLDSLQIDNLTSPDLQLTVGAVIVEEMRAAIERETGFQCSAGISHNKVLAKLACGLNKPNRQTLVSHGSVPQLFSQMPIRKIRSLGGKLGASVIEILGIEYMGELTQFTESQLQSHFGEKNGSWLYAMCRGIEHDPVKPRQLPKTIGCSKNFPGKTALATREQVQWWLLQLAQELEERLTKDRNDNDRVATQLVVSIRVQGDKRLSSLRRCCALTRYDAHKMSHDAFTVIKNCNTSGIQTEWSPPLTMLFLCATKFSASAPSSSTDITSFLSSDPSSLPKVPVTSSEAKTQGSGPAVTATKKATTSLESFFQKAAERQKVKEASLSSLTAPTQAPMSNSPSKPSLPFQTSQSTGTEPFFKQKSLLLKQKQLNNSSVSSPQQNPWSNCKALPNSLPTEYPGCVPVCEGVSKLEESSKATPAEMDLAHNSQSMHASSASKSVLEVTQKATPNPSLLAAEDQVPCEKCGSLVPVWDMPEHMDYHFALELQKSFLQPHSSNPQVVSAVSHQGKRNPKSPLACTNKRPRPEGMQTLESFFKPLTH
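Fluorescent replication assay: 50 nM final substrate added after a 15 min room-temperature compound preincubation with 10 nM enzyme. Signal taken at 0 min and again at 10 min.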
LDHA inh: inhibitors of human lactate dehydrogenase A | activity change, % (values are at about 110 or 230 µM) | purified LDHA, NADH/diaphorase-resazurin fluorescence; hits give low values | 0.15% of 480,000 active | P00338; in the data active = activity change below about -30%; inconclusive = mostly about -25% to -30%;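 note: plate controls were DMSO wells for no effect and wells without enzyme for full effect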
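Resorufin fluorescence (ex540/em590), read at 0 and 20 min after diaphorase/resazurin addition, reports the NADH left after a 5 min room-temperature reaction of 2 nM human LDH5 with 0.06 mM NADH and 0.2 mM pyruvate.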
Pol beta inh: blocks human DNA polymerase beta activity; P06746; Pol beta primer extension/strand displacement, fluorescence kinetic; Potency, µM (series often up to 114 µM), without a hit: at the top dose activity change, negative = inhibition, hits mostly inhibitors; 1.3% of 340,000 active; note: potency is the fitted concentration of half-maximal effect; % is set by controls: 0 for no effect and ±100 for the full control effect
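Curves were derived by four-parameter Hill fits of normalized qHTS data. The kinetic fluorescent primer-extension read was taken at 0 and 10 min after 50 nM substrate, following a 15 min room-temperature preincubation of 10 nM enzyme with compounds.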
An asterisk follows results filed as active; ? = inconclusive; . = not tested or not shown; [ ] = another dose, or the depositor's remark. Unless noted, calls come from the whole dose curve; as a rule, active = well fitted curve in the direction sought with a large enough effect; inconclusive = small, poorly fitted or top-dose-only effect, or another doubt; inactive = no such curve, though single readings can be large; an effect the other way counts as inactive or inconclusive. Not all compounds are listed; count on the stated rates, not on these rows.

Keys: A = BLM helicase inh; B = Pol iota inh; C = POLK inh; D = Anesthetic bind; E = APEX1 inh; F = GRP78 ERSR act; G = POLH inh; H = LDHA inh; I = Pol beta inh
1. C[C@H](CO)N1C[C@H](C)[C@@H](CN(C)S(=O)(=O)c2cn(C)cn2)Oc2c(NS(=O)(=O)c3cn(C)cn3)cccc2C1=O
  A: .	B: 12%	C: -14%	D: .	E: 6%	F: 1%	G: -14%	H: -4	I: .

2. CC(=O)c1cccc(NC(=O)CSc2nnc(-c3cccnc3)o2)c1
  A: 3%	B: 2%	C: -2%	D: 4%	E: -8%	F: -5%	G: -7%	H: 2	I: 2%

3. C/C(COc1ccccc1)=N\NC(=O)c1nnn(-c2nonc2N)c1CSc1ccccc1
  A: -4%	B: 22%	C: 5%	D: -30%	E: 23%	F: -3%	G: -22%	H: 0	I: 7%

4. O=C(CCS(=O)(=O)c1cccc2nonc12)Nc1c(F)cccc1F
  A: 0%	B: ?	C: -9%	D: -8%	E: .	F: -2%	G: 0%	H: -4	I: -9%

5. CC12CN3CCN(CC(C3)/C1=N/NC(=O)Nc1ccccc1)C2
  A: -10%	B: -14%	C: 4%	D: -5%	E: 1%	F: 6%	G: -4%	H: 1	I: 11%

6. COc1ccc(C(=O)NC(CCSC)C(=O)NCc2nnc3ccccn23)cc1 (stereo unspecified)
  A: .	B: 14%	C: 3%	D: .	E: 32%	F: 2%	G: -18%	H: 0	I: .

7. Cc1nc2ccccc2c(=O)n1Nc1cccc(Cl)c1
  A: 5%	B: 228%[activator]	C: -7%	D: -6%	E: ?	F: -3%	G: -3%	H: -4	I: 15%

8. CCOC(=O)C1CCCN(C(=O)c2cccc(S(=O)(=O)N3CCOCC3)c2)C1 (stereo unspecified)
  A: 1%	B: -23%	C: 1%	D: -6%	E: -3%	F: -6%	G: -7%	H: -2	I: 1%

9. COc1ccc(C2CC(=O)C=C(O)C2)cc1 (stereo unspecified)
  A: -9%	B: 7%	C: -8%	D: -7%	E: 3%	F: -2%	G: -15%	H: -9	I: 6%

10. O=C(NCc1ccco1)c1ccc2c(c1)N(Cc1ccc(Cl)cc1)C(=O)c1ccccc1S2=O (stereo unspecified)
  A: -2%	B: 3%	C: -3%	D: -10%	E: .	F: -3%	G: -11%	H: -4	I: 4%

11. Cc1cc(OC(C)C(=O)Nc2cccnc2)ccc1Cl (stereo unspecified)
  A: -2%	B: 4%	C: 1%	D: -2%	E: 48%[activator]	F: -1%	G: -3%	H: -13	I: -19%

12. O=C(Nc1cc(Cl)ccc1-n1cncn1)c1cn2ccccc2n1
  A: .	B: 3%	C: -5%	D: .	E: 6%	F: -2%	G: -6%	H: -8	I: .

13. CCCSCCCNC(=O)c1ccc(NC(=O)C2=CSCCO2)cc1
  A: 2%	B: 5%	C: 3%	D: -18%	E: 56%[activator]	F: 6%	G: -16%	H: -2	I: 1%

14. COc1cc(C2NC(=O)NC(C)=C2C(C)=O)cc(OC)c1OC (stereo unspecified)
  A: -1%	B: 205%[activator]	C: 5%	D: -1%	E: 1%	F: -3%	G: -11%	H: -5	I: 1%

15. Cn1c(=O)c2c(nc(NCc3ccccc3)n2CC(=O)NCc2ccccc2)n(C)c1=O
  A: 0%	B: 5%	C: -7%	D: -5%	E: -3%	F: -1%	G: 0%	H: -9	I: 11%

Twelve entries from above in another layout.
nr | mol | BLM helicase inh | Pol iota inh | POLK inh | Anesthetic bind | APEX1 inh | GRP78 ERSR act | POLH inh | LDHA inh | Pol beta inh
2 | CC(=O)c1cccc(NC(=O)CSc2nnc(-c3cccnc3)o2)c1 | 3% | 2% | -2% | 4% | -8% | -5% | -7% | 2 | 2%
3 | C/C(COc1ccccc1)=N\NC(=O)c1nnn(-c2nonc2N)c1CSc1ccccc1 | -4% | 22% | 5% | -30% | 23% | -3% | -22% | 0 | 7%
4 | O=C(CCS(=O)(=O)c1cccc2nonc12)Nc1c(F)cccc1F | 0% | ? | -9% | -8% | . | -2% | 0% | -4 | -9%
5 | CC12CN3CCN(CC(C3)/C1=N/NC(=O)Nc1ccccc1)C2 | -10% | -14% | 4% | -5% | 1% | 6% | -4% | 1 | 11%
6 | COc1ccc(C(=O)NC(CCSC)C(=O)NCc2nnc3ccccn23)cc1 (stereo unspecified) | . | 14% | 3% | . | 32% | 2% | -18% | 0 | .
7 | Cc1nc2ccccc2c(=O)n1Nc1cccc(Cl)c1 | 5% | 228%[activator] | -7% | -6% | ? | -3% | -3% | -4 | 15%
8 | CCOC(=O)C1CCCN(C(=O)c2cccc(S(=O)(=O)N3CCOCC3)c2)C1 (stereo unspecified) | 1% | -23% | 1% | -6% | -3% | -6% | -7% | -2 | 1%
9 | COc1ccc(C2CC(=O)C=C(O)C2)cc1 (stereo unspecified) | -9% | 7% | -8% | -7% | 3% | -2% | -15% | -9 | 6%
10 | O=C(NCc1ccco1)c1ccc2c(c1)N(Cc1ccc(Cl)cc1)C(=O)c1ccccc1S2=O (stereo unspecified) | -2% | 3% | -3% | -10% | . | -3% | -11% | -4 | 4%
11 | Cc1cc(OC(C)C(=O)Nc2cccnc2)ccc1Cl (stereo unspecified) | -2% | 4% | 1% | -2% | 48%[activator] | -1% | -3% | -13 | -19%
12 | O=C(Nc1cc(Cl)ccc1-n1cncn1)c1cn2ccccc2n1 | . | 3% | -5% | . | 6% | -2% | -6% | -8 | .
13 | CCCSCCCNC(=O)c1ccc(NC(=O)C2=CSCCO2)cc1 | 2% | 5% | 3% | -18% | 56%[activator] | 6% | -16% | -2 | 1%

Next section:
Keys: A = BLM helicase inh; B = Pol iota inh; C = POLK inh; D = Anesthetic bind; E = APEX1 inh; F = GRP78 ERSR act; G = POLH inh; H = LDHA inh; I = Pol beta inh
16. COc1ccc(S(=O)(=O)Nc2ccc3oc4c(c3c2)C(=O)CC(C)(C)C4)cc1
  A: -2%	B: -15%	C: -5%	D: -10%	E: .	F: -5%	G: -2%	H: -2	I: -17%

17. CC(=O)Nc1ccc(NC(=O)C(C)OC(=O)CCCOc2ccc(Cl)cc2C)cc1 (stereo unspecified)
  A: .	B: 22%	C: -7%	D: .	E: -23%	F: -3%	G: -4%	H: -3	I: .

18. CN(C)C1(CNC(=O)C2CCC(=O)N(Cc3ccc(Cl)cc3)C2)CCCCC1 (stereo unspecified)
  A: -3%	B: -6%	C: -1%	D: -8%	E: -9%	F: -3%	G: 4%	H: -10	I: -28%

19. Cc1ccccc1NCC(=O)N/N=C/C(Br)=C/c1ccccc1
  A: -13%	B: -15%	C: -3%	D: ?	E: 2%	F: -1%	G: 3%	H: 3	I: -6%

20. CCOc1ccc(NC(=O)N2CCC(CN3CCc4ccccc4C3)CC2)cc1
  A: 0%	B: 10%	C: -7%	D: -1%	E: .	F: 0%	G: -8%	H: -1	I: -1%

21. COc1ccc(NC(=S)N2CCc3ccccc32)cc1OC
  A: -1%	B: 23%	C: 13%	D: -21%	E: 29%	F: 7%	G: -9%	H: 3	I: 23%

22. COc1cccc(CC2(CO)CCCN(Cc3cc4ccccc4[nH]3)C2)c1 (stereo unspecified)
  A: -2%	B: 37%[activator]	C: -1%	D: -19%	E: -7%	F: -4%	G: -25%	H: 4	I: 20%

23. O=C(OCC#CCSc1nc2ccccc2s1)c1ccco1
  A: -22%	B: -24%[58.9 µM]	C: -41%	D: ?	E: ?	F: 3%	G: -8%	H: 3	I: ?

24. O=[N+]([O-])C(=C1Nc2ccccc2N1)C(Cl)=C(Cl)Cl
  A: 3%	B: 50µM*	C: -13%	D: -9%	E: 18%	F: 4%	G: 11%	H: 4	I: 0%

25. O=C(O)[C@]1(S(=O)(=O)c2ccccc2)C[C@@H]2ON=C(c3cccc(Br)c3)[C@@H]2C1
  A: 2%	B: -2%	C: -2%	D: -13%	E: 5%	F: -2%	G: 1%	H: -21	I: 12%
